# DT40 TDP1 CPT – DT40-hTDP1 cell growth loss with CPT. chicken DT40 Tdp1-/-;hTDP1 cells + 20 nM CPT, ATP luminescence, 48 h. Potency, µM (series often up to 46.2 µM), inactives show top-dose activity change, negative = growth inhibition, most hits filed as inhibitors. 420,000 compounds, 12% hits; also: nearly all actives have a fitted effect of over 55% in size
#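 Cell growth measured by CellTiter-Glo luminescence after a minimum 48 h, 37 C compound exposure with 20 nM CPT in Tdp1-knockout DT40 cells stably expressing hTDP1, seeded 400/well; qHTS titration format.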
# TDP1 cell noCPT – qHTS for Inhibitors of human tyrosyl-DNA phosphodiesterase 1 (TDP1): qHTS in cells in absence of CPT; DT40 Tdp1-/- hTDP1 cells, no CPT, ATP luminescence, 48 h; Potency, µM (doses to about 46.2 µM), without a hit: at the highest dose activity change, negative = growth inhibition, hits mostly inhibitors; 420,000 compounds, 15% hits; AID 686978, 2013; also: nearly all actives have a fitted effect of over 55% in size
#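 Seeded 400 DT40-hTDP1 cells/well (vehicle DMSO, no 20 nM CPT); pinned compounds; ≥48 hr at 37 °C; CellTiter-Glo luminescence as viability measure.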
# KAT2A inh – inhibitors of human GCN5L2 histone acetyltransferase; GCN5L2 HAT assay, ThioGlo1 CoA-SH fluorescence; Potency, µM (doses to about 58.9 µM), for the others: top-dose activity change, negative = inhibition, hits mostly inhibitors; AID 504327; Q92830; 390,000 compounds, 0.21% hits
# Target sequence (Q92830 whole entry, looked up): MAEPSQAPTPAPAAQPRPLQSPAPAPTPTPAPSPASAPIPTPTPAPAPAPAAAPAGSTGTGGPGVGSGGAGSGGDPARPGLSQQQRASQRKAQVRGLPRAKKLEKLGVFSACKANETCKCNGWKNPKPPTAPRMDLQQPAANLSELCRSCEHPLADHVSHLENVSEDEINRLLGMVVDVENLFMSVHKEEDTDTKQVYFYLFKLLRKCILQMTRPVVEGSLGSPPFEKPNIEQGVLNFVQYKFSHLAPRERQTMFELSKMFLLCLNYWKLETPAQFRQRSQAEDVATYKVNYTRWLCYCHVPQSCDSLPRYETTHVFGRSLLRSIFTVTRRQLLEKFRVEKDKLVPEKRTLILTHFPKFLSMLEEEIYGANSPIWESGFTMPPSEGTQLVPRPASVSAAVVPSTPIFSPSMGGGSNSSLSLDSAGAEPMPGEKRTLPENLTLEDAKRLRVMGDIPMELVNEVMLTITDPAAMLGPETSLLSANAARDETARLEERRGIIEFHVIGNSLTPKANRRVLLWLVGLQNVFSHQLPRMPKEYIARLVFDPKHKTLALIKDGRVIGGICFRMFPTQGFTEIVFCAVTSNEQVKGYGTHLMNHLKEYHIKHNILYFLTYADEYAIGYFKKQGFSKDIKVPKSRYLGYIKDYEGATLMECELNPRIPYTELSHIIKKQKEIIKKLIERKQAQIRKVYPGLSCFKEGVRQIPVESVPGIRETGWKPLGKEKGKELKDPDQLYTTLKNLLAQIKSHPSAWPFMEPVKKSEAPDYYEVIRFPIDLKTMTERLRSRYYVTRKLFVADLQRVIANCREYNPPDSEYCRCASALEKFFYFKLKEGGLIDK
#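 ThioGlo1-coupled HAT assay: 20nM GCN5L2, 70uM acetyl-CoA, 75uM H3(1-25) peptide, pH 7.5. Fluorescence read at 340/540nm at start and after 20 min at room temperature.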
# An asterisk follows results filed as active; u = inconclusive; x = no result given; & = joins results of further samples. Calls follow the shape of the dose curve; as a rule, active = well fitted curve in the direction sought with a large enough effect; inconclusive = small, poorly fitted or top-dose-only effect, or another doubt; inactive = no such curve, though single readings can be large; an effect the other way counts as inactive or inconclusive. % is scaled to controls: 0 for no effect and ±100 for the full control effect; potency is read from the fitted curve at half-maximal effect. This is a subset (hit frequency here may not be typical).
Molecule	DT40 TDP1 CPT	TDP1 cell noCPT	KAT2A inh
CCOc1ccc(N(CC(=O)NCc2cccnc2)S(=O)(=O)c2ccc(F)cc2)cc1	-15%	-14%	-1%
COc1ccc(C(=O)CN2C(=O)NC(C)(c3ccccc3)C2=O)cc1OC (centres undefined)	-8%	0%	-5%
CCn1cc(CNC(=O)c2c(-c3c(Cl)cccc3Cl)noc2C)c(C)n1	-17%	-21%	-6%
Cn1c(=O)c(=O)n(C)c2cc(S(=O)(=O)NCCOc3ccccc3Cl)ccc21	16%	9%	-1%
O=C1CC(c2ccccc2)N1c1ccccc1 (centres undefined)	-2%	-11%	2%
C[C@H](C(=O)NCc1ccccc1)C(=O)c1ccccc1	15%	15%	-3%
CCOc1ccc(C(=O)NCC(c2cccs2)N2CCOCC2)cc1 (centres undefined)	-14%	-2%	-2%
C=CCOC(=O)Nc1snnc1C	0%	2%	4%
COc1ccc(OCC(=O)Nc2ccccc2C(=O)N2CCCC2)cc1	-17%	-23%	-2%
Cn1[nH]c(=O)c2ccccc2c1=O	-8%	-13%	-3%
CCC(C)Cn1c(O)cc2nn(-c3nc4ccccc4s3)c(=O)c-2c1C (centres undefined)	15µM*	18µM*	-28%
O=C(Cc1cccs1)N/N=C\c1ccc([N+](=O)[O-])s1	8.2µM*	21µM*	-9%
O=C(NCC1(c2ccccc2)CCCC1)C1(c2ccccc2)CCCC1	u	u	-4%
C=CC[C@H]1Cc2c(cccc2[N+](=O)[O-])[C@H](CC=C)N1	-16%	1%	0%
Cn1c(SCC(=O)Nc2cc(C(C)(C)C)nn2-c2ccccc2)nc2ccccc21	u	12µM*	-19%
S=c1[nH]nc(-c2ccc(Cl)cc2)n1Cc1ccccc1	u	u	-3%
CC(Oc1cc2oc(=O)c3c(c2cc1Cl)CCC3)C(=O)NCc1ccccn1 (centres undefined)	-22%	-8%	-7%
O=C(O)C1CSC(c2ccc3c(c2)OCO3)N1 (centres undefined)	9%	-11%	2%
Cc1ccc(-c2cn(-c3ccccc3)c(SCC(N)=O)n2)cc1C	-19%	-24%	-4%
CC(SC(C)C(=O)NN=Cc1cccc(F)c1)C(=O)NN=Cc1cccc(F)c1 (centres undefined)	u	u	x
CC(CC(=O)N(CCC1=CCCCC1)c1c(N)n(Cc2ccccc2)c(=O)[nH]c1=O)c1ccccc1 (centres undefined)	26µM*	16µM*	-5%
CC(=O)Nc1ccc(S(=O)(=O)Oc2ccc(/C=N/NC(=O)c3ccc(Cl)cc3)cc2)cc1	21µM*	16µM*	-8%
CC(C)(C)NC(=O)CN(C(=O)C1CSC(=O)C1)c1ccc2c(c1)OCCO2 (centres undefined)	-21%	-12%	2%
CCN(CC)CCSc1nc2ccccc2n1Cc1ccccc1	u	16µM*	2%
O=C(Nc1cc(Cl)ccc1N1CCOCC1)c1cnccn1	-7%	-23%	-2%
Cc1ccc(/C=N/NC(=O)c2ccccn2)s1	u	u	-10%
COc1ccc(S(=O)(=O)N(C)C[C@H]2Oc3c(NC(=O)Nc4ccccc4)cccc3C(=O)N([C@H](C)CO)C[C@@H]2C)cc1	u	u	x
CC(CSc1nnnn1-c1ccccc1)Cn1c(N2CCCC2)nc2c1c(=O)[nH]c(=O)n2C (centres undefined)	u	u	-5%
CC(O)(c1cccnc1)c1nc(-c2ccc(F)c(Cl)c2)cs1 (centres undefined)	u	u	x
CC(=O)N(Cc1ccccc1)c1ncc2c(n1)c(=O)c(C#N)c1ccccn12	-30%	-26%	-18%
CSC1=NCCN1S(=O)(=O)c1ccccc1	-16%	-26%	-2%
CC(C)NC(=O)c1ccc(N(Cc2ccc(Cl)cc2)S(C)(=O)=O)cc1	-28%	-24%	2%
O=C(O)CCCCC1CCSS1 (centres undefined)	-1%&-5%&5%&1%	3%&-13%&-7%&-5%	3.2µM*
CCOc1ccc(-c2nonc2NC(=O)c2oc3cc(C)ccc3c2C)cc1OCC	-8%	-25%	-7%
CN(C)c1ccc2nc3c(=O)[nH]c(=O)nc-3n(CC(O)C(O)C(O)CO)c2c1 (centres undefined)	u	u	-12%
CN(C)S(=O)(=O)N1CCC(CO)(CCc2ccccc2)CC1	-14%	-2%	-4%
COc1ccc(C(=O)COC(=O)C2COc3ccccc3O2)cc1F (centres undefined)	18%	0%	-5%
O=C(NC1CCCC1)C1CCCN1S(=O)(=O)c1cccc2cccnc12 (centres undefined)	u	u	-5%
C(=C\c1ccccc1)/CN1CCN(C(c2nnnn2C2CCCCC2)C2CC2)CC1 (centres undefined)	u	16µM*	x
Cc1ccc2nc(N3CCN(C(=O)CCCC(=O)O)CC3)nc(-c3ccccc3)c2c1	-27%	-29%	-11%
CN(C)c1cccc(C(=O)N/N=C/c2ccsc2)c1	7%	u	2%
COC(=O)c1ccc(NC(=O)NS(=O)(=O)c2ccc(C)cc2)cc1	-5%	-2%	1%
CCN(CC)c1ccc2cc(S(=O)(=O)c3ccc(C)cc3)c(=O)oc2c1	u	u	-8%
CCOc1ccc(N(C)S(=O)(=O)c2ccc(C)c(C(=O)NCc3ccccc3OC)c2)cc1	u	u	-9%
Cc1nc(N2CCc3ccccc3C2)[nH]c(=O)c1CCC(C)C	u	u	-3%
COCC(C)N=C1NN=C(c2c[nH]c3ccccc23)CS1 (centres undefined)	-16%	-21%	-4%
O=C1c2ccccc2C(c2nnnn2-c2ccc3c(c2)OCCO3)N1CCc1ccccc1F (centres undefined)	15µM*	u	x
CCOC(=O)C1=C(C)NC(=O)NC1c1ccc(OCCO)c(OC)c1 (centres undefined)	0%	-1%	-11%
CCOC(=O)c1c(NC(=O)CCN2C(=O)c3cccc([N+](=O)[O-])c3C2=O)sc(C(=O)OC(C)C)c1C	u	u	-8%
CCc1nc2ccc(C(=O)NCCN3CCNC3=O)cn2c1N(C)CCC(C)C	-15%	u	x
CC(=O)c1ccc(NC(=O)C2C3C=CC(O3)C2C(=O)O)cc1 (centres undefined)	-3%	-8%	-3%
O=c1c2ccccc2c(/C=N/c2nnc(Cc3ccccc3)s2)c(O)n1-c1ccc(Cl)cn1	-7%	-23%	-13%
CC(C)c1ccc(COc2ccc(C(=O)N3CCOCC3)cc2)cc1	u	23µM*	-10%
CC1(C(=O)Nc2cccc3c2CCCC3)CCN1C(=O)Cc1ccccc1Cl (centres undefined)	u	u	x
CCN(CC)c1ccc(S(=O)(=O)Nc2cc(Cl)ccc2Cl)cc1NC(=S)NC(=O)C1CCCC1	u	u	-14%
CCOC(=O)CSc1ccc(S(=O)(=O)N2CCCC2)cc1[N+](=O)[O-]	0%	9%	2%

# Next part.
Molecule	DT40 TDP1 CPT	TDP1 cell noCPT	KAT2A inh
O=C(Nc1ccnn1C1CCN(CCCC2CCCC2)CC1)c1ccccc1Cl	u	u	0%
COc1cccc(CN2CCN(Cc3cc(OC)c(OC)cc3[N+](=O)[O-])CC2)c1	u	16µM*	-7%
Nc1nc(SCC(=O)NCCOCCO)nc2sc3c(c12)CCCC3	1%	-13%	-3%
c1ccc(-c2nnnn2CCOCCn2nnnc2-c2ccccc2)cc1	-12%	-22%	-2%
OCCNc1nc(Nc2ccccc2)nc2ccccc12	10µM*	13µM*	-3%
COc1cccc(-c2nnc(NC(=O)c3ccccc3Br)o2)c1	u	u	-4%
O=C(O)CCc1c(C(=O)O)[nH]c2ccccc12	1%	0%	-3%
COCCN(CC(=O)Nc1ccccc1)S(=O)(=O)c1ccc(S(=O)(=O)N2CCCC2)cc1	-4%	u	4%
O=c1c2c3nc4ccccc4nc3n(-c3ccc4c(c3)OCCO4)c2ncn1C1CCCC1	u	u	-2%
CN(C(=O)c1cc2c(s1)-c1ccccc1S(=O)(=O)C2)c1ccccc1	12µM*	23µM*	-4%
COc1ccc(C(=O)N/C(=C\c2cn(S(=O)(=O)N(C)C)c3ccccc23)C(=O)NCCCN2CCOCC2)cc1	-20%	-7%	-4%
CCNc1ncc2nc(-c3cn(C)c4ccccc34)c(=O)n(Cc3cccc(OC)c3)c2n1	10%	-2%	-10%
CC(C)(C)n1nnnc1C(c1ccc(F)cc1)N(Cc1ccc(F)cc1)Cc1ccco1 (centres undefined)	u	u	-4%
CC1CCC(C(C)C)C(OCC(O)C[N+]2(C)CCCCC2)C1 (centres undefined)	u	12µM*	0%
Cc1[nH]c2ccccc2c1C(=O)CSc1n[nH]c(N)n1	0%	-15%	-3%
COc1ccc(N2CCN(C(=O)Cn3nnc(-c4cccs4)n3)CC2)cc1	-4%	-10%	-6%
Cc1nnc(SCC(=O)N(C)C2CCCCC2)s1	-8%	-1%	-2%
CCN1CCc2c(sc(NC(=O)C3COc4ccccc4O3)c2C(N)=O)C1 (centres undefined)	u	u	-1%
CC(C)CCNC(=O)CN1C(=O)c2cccnc2Sc2ccccc21	-16%	-16%	11%
CCOc1ccc(S(=O)(=O)N2CCN(c3nc(-c4ccccc4)nc4ccccc34)CC2)cc1OCC	u	u	x
CCC(CC)c1ncc[nH]1	-5%	-13%	-10%
CN1CCC(=NNC(=O)C(=O)NC2CCCC2)CC1	8%	-6%	0%

# Of the compounds above, eleven contain an aryl methoxy group:
Molecule	DT40 TDP1 CPT	TDP1 cell noCPT	KAT2A inh
COc1ccc(C(=O)CN2C(=O)NC(C)(c3ccccc3)C2=O)cc1OC (centres undefined)	-8%	0%	-5%
COc1ccc(OCC(=O)Nc2ccccc2C(=O)N2CCCC2)cc1	-17%	-23%	-2%
COc1ccc(S(=O)(=O)N(C)C[C@H]2Oc3c(NC(=O)Nc4ccccc4)cccc3C(=O)N([C@H](C)CO)C[C@@H]2C)cc1	u	u	x
COc1ccc(C(=O)COC(=O)C2COc3ccccc3O2)cc1F (centres undefined)	18%	0%	-5%
CCOc1ccc(N(C)S(=O)(=O)c2ccc(C)c(C(=O)NCc3ccccc3OC)c2)cc1	u	u	-9%
CCOC(=O)C1=C(C)NC(=O)NC1c1ccc(OCCO)c(OC)c1 (centres undefined)	0%	-1%	-11%
COc1cccc(CN2CCN(Cc3cc(OC)c(OC)cc3[N+](=O)[O-])CC2)c1	u	16µM*	-7%
COc1cccc(-c2nnc(NC(=O)c3ccccc3Br)o2)c1	u	u	-4%
COc1ccc(C(=O)N/C(=C\c2cn(S(=O)(=O)N(C)C)c3ccccc23)C(=O)NCCCN2CCOCC2)cc1	-20%	-7%	-4%
CCNc1ncc2nc(-c3cn(C)c4ccccc34)c(=O)n(Cc3cccc(OC)c3)c2n1	10%	-2%	-10%
COc1ccc(N2CCN(C(=O)Cn3nnc(-c4cccs4)n3)CC2)cc1	-4%	-10%	-6%
